# 14-3-3 Bad inh: disrupts binding of bovine 14-3-3 zeta to phospho-Bad peptide | TR-FRET 14-3-3zeta/Dy647-pBad peptide displacement, 1 h | P63103 | inhibition, % at 21.7 µM | 220,000 tested, 0.71% active;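 active = inhibition above about 70%, limit read from the data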;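 note: 0% = full 14-3-3 plus peptide FRET controls and 100% = background without 14-3-3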
# Target sequence (P63103 whole entry, looked up): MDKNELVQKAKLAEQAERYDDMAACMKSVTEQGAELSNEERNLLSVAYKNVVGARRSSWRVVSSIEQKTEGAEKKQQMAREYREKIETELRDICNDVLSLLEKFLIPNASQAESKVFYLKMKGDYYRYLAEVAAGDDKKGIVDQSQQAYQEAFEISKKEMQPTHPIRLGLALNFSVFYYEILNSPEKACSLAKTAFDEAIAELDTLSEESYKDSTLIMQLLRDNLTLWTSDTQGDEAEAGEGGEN
# TRPML3 ag: activates the human TRPML3 channel; HEK293 TRPML3-YFP, Fluo-8 calcium fluorescence; 100% = the carbachol control signal; activation, % at 3 µM; 220,000 tested, 0.29% active; AID 1448;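 active = activation above its plate's cutoff, the mean activation of the plate's test wells plus 3 SD, cut at about 12% in these data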;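 note: 0% = DMSO only wells and 100% = carbachol wells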
#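 system = HEK293 cells stably carrying human TRPML3-YFP | doses = one concentration, 3 µM nominal, 0.3% DMSO | timing = dye loading 1 h 37 °C then 30 min ambient, 125 s read | detection = Fluo-8 calcium dye fluorescence, ex 470-495, em 515-575 nm | benchmarks = high control carbachol 87 µM, low control DMSO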
# EP2 mod: modulators of human EP2 prostaglandin E2 receptor; EP2-expressing cells, cAMP HTRF FRET, PGE2 co-stimulation; induction, % at 25 µM; 260,000 tested, 0.83% active; AID 940;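 active = compounds whose cAMP rise, as percent of the full-agonist control response, exceeds 60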;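 note: rat C6 glioma line stably carrying human EP2 under a CMV promoter; the protocol text gives 20 µM as final concentration; 100% = response of wells given 1 µM PGE2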
# Target sequence (P43116 whole entry, looked up): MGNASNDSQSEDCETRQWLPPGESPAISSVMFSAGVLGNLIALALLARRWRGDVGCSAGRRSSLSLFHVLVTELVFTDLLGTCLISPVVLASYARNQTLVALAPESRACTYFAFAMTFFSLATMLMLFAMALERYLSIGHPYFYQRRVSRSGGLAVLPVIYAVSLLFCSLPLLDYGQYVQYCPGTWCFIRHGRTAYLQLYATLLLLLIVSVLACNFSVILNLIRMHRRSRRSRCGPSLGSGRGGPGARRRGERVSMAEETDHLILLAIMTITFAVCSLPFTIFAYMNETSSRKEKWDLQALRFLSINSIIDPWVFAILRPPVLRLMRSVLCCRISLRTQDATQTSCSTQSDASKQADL
# TRPN1 ag: zebrafish TRPN1 (NompC) channel agonism; 220,000 tested, 0.18% active; HEK293 zebrafish TRPN1-YFP, Fluo-8 calcium fluorescence; 100% = response to 87 µM carbachol; activation, % at 3 µM;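 active = activation above its plate's cutoff, the mean activation of test wells on that plate plus 3 SD, cut at about 19% in these data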;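 note: 0% = DMSO alone and 100% = 87 µM carbachol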
#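 Material – zebrafish TRPN1-YFP in HEK293 cells · Doses – 3 µM single point · Schedule – dye 1 h 37 °C plus 30 min RT · Signal – Fluo-8 calcium fluorescence, excitation 470-495 nm, emission 515-575 nm · Read-out – % activation versus carbachol response · Control set – carbachol high, DMSO low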
# PPC-1+TRAIL kill: kills PPC-1 cancer cells in the presence of TRAIL; 220,000 tested, 0.41% active; cell killing (% activity), % at 4 µM; PPC-1 cells + TRAIL, ATPLite viability luminescence; AID 1443;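 active = cell killing above 50% in the first pass at 4 µM, then a duplicate retest at 5 µM averaging 50% or more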;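 note: plate controls were cells with TRAIL plus DMSO for no effect and medium-only wells lacking cells for full effect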
# PGE2 EP2 inh: inhibitors of human EP2 prostaglandin E2 receptor | 260,000 tested, 0.52% active | inhibition, % at 25 µM | AID 1422 | P43116 | C6 glioma cells expressing human EP2, cAMP TR-FRET; cells stimulated with saturating PGE2;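 active = percent inhibition above 40 after rounding to a whole number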;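 note: rat C6 glioma host cells with rolipram phosphodiesterase inhibitor present; the protocol text gives 20 µM as final concentration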
# CHOP inh: inhibitors of CHOP induction in ER stress response | inhibition, % at 10 µM | CHO-K1 CHOP-promoter luciferase, tunicamycin-induced, 15-18 h | 220,000 tested, 3.8% active;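 active = compounds that reduced the stress-induced luciferase reporter signal by more than about 70% of percent inhibition, limit read from the data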;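 note: 0% = tunicamycin plus vehicle and 100% = wells without tunicamycin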
# NPY-Y1 antag: antagonists of human neuropeptide Y receptor Y1 | P25929 | HEK293-CNG Y1 cells, membrane potential fluorescence; NPY at EC95, then isoproterenol | inhibition, % at 3.6 µM | 200,000 tested, 1% active | AID 1040;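 active = inhibition above the campaign mean inhibition of all tested compounds plus 3 SD, cut at about 20% in these data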;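 note: 0% = DMSO wells given NPY plus isoproterenol and 100% = isoproterenol alone without NPY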
# Target sequence (P25929 whole entry, looked up): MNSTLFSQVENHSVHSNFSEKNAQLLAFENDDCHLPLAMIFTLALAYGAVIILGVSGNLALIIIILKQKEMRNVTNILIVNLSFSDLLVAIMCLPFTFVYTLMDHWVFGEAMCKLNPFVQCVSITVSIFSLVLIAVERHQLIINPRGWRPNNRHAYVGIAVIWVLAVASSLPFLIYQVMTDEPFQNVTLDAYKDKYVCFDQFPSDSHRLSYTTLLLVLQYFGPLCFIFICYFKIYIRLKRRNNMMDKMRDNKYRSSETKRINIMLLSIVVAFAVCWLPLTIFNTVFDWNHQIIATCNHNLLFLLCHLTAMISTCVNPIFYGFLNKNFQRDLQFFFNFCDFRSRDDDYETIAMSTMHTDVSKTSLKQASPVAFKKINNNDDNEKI
#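 Test system: HEK293 cells co-expressing NPY Y1 receptor and cyclic-nucleotide gated channel; Also added: NPY (25 nM), isoproterenol (1 µM), Ro 20-1724 (25 µM); Compound dosing: one concentration, 3.6 µM, in 0.4% DMSO; Timing: dye 3 h, compound 60 min room temperature, stimulation 45 min; Technique: Membrane-potential fluorescent dye readout.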
# NPY1 pot ag: potentiators or agonists of human neuropeptide Y receptor Y1; activation, % at 3.6 µM; NPY-Y1 expressing cells, potentiator/agonist activation; 220,000 tested, 0.37% active; P25929; AID 1304; in the data active = activation above about 33%, passing the limit was not always enough;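 note: cells stimulated with NPY at EC10 then isoproterenol at EC100; 0% = low agonist plus stimulus and 100% = saturating agonist plus stimulus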
# The depositor's hits bear a star; nt = not tested or not shown; & = joins results of further samples; [ ] = another dose, or the depositor's remark.
SMILES,14-3-3 Bad inh,TRPML3 ag,EP2 mod,TRPN1 ag,PPC-1+TRAIL kill,PGE2 EP2 inh,CHOP inh,NPY-Y1 antag,NPY1 pot ag
COc1cccc(/C(O)=C2/C(=O)C(=O)N(CCN3CCOCC3)C2c2cccnc2)c1 (configuration not stated),21,0.4,9&-22,-0.6,-4,5,8,-4,-15
O=C(N1CCOCC1)N1CCN(S(=O)(=O)N2CCOCC2)CC1,-6[fluorescence artefact?],0.8,26,1.6,-16,15,21,0,-12
COc1cccc(/C=C/C(=C2/C(=O)N(c3ccccc3)N=C2C)c2ccccc2)c1OC,5[fluorescence artefact?],0.9,33,0.8,2,3,-6,1,-2
CSc1nc(C)nc2c1c(=O)n(C)c(=O)n2C,15,0.5,20,1.8,18,5,11,1,5
C#CCOC(=O)C[N+](C)(C)C/C=C/c1ccccc1,-4,-0.2,7,1.2,3,9,0,-4,-17
Cc1cccc(CC2CC(=O)N(c3ncccn3)C2=O)c1 (configuration not stated),0,1.0,-1,0.2,17,17,-3,5,-4
CCn1c(=O)n(CCOC)c(=O)c2c3c(sc21)CCCC3,1[fluorescence artefact?],-1.3,22,-1.7,26,7,11,11,4
O=C(N/N=C/c1ccc[nH]1)c1ccc(Cl)cc1,-3,0.7,-16,-0.7,25,14,-38,2,3
COc1ccc(N=C2S/C(=C\c3ccc(OCC(=O)O)cc3)C(=O)N2CCc2c[nH]c3ccccc23)cc1,69,0.4,22,1.2,21,-1,-9,1,-13
CN(C)S(=O)(=O)c1ccc(C(=O)Nc2cc(S(=O)(=O)Nc3ccccc3Cl)ccc2N2CCCCC2)cc1,1,-0.4,11,-0.2,10,6,29,1,-27
O=S(=O)(Nc1ccc2ccccc2c1)c1ccccc1,5[fluorescence artefact?],-0.5,5,-1.0,-3,4,2,-3,2
Cc1ccc([N+](=O)[O-])cc1NC(=O)C(Sc1ccccc1)c1ccccc1 (configuration not stated),8,0.4,13,-0.2,25,6,32,4,0
Cc1ccccc1N1CCN(C2=NC(=O)/C(=C/c3cn[nH]c3-c3ccccc3)S2)CC1,61,0.7,-13,1.5,9,9,10,0,7
CCN1CCN(C(=O)c2ccccc2NS(=O)(=O)c2ccc(Cl)cc2)CC1,-4,0.5,38,0.6,6,3,7,2,-4
Cc1nn(C)cc1S(=O)(=O)N1CCCC(C(=O)O)C1 (configuration not stated),-6,1.1,32,-0.5,10,12,8,-3,11
O=C(CSc1ccc2nnc(CCNS(=O)(=O)c3ccccc3)n2n1)Nc1nc2ccccc2s1,23[fluorescence artefact?],-0.2,8,-0.8,22,2,-31,4,-10
COc1ccc(C2C(C(C)=O)=C(O)C(=O)N2c2nccs2)cc1 (configuration not stated),46,1.3,21,-0.6,44,24,8,4,-1
CC(C)C(OC(=O)c1cccc(S(=O)(=O)NCC(F)(F)F)c1)C(=O)NC(N)=O (configuration not stated),-13,1.1,10,1.6,6,5,21,3,2
Clc1ccc(-c2nnc(-c3ccccc3)nc2N2CCSCC2)cc1,10,0.9,56,0.2,19,4,32,7,0
CS(=O)(=O)N(CC(=O)NCc1ccncc1)c1cc(Cl)ccc1Cl,-10,0.2,5,-0.8,2,10,-12,-1,-1
CCc1cc(CNC(=O)CC2C(=O)NCCN2Cc2c(F)cccc2Cl)on1 (configuration not stated),-7,0.1,15,-1.9,4,5,1,4,-2
Nc1cc(=O)[nH]c(SCC(=O)N2CCc3ccccc3C2)n1,5,0.4,28,-0.4,24,8,-1,-3,-5
CCOC(=O)c1cc(C(=O)OCC)c2ccccn2c1=O,-1,-0.2,18,0.7,17,10,19,0,15
NNS(=O)(=O)c1ccc(N2CCCC2=O)c([N+](=O)[O-])c1,-7,0.8,-12,2.6,17,6,-4,-1,16
Cc1ccc(N(CC(=O)Nc2c(C)n(C)n(-c3ccccc3)c2=O)S(C)(=O)=O)c(C)c1,0,0.1,34,-0.6,9,6,-5,4,-1
CCOC(=O)CCC(NC(=O)CC(=O)NC(CCC(=O)OCC)C(=O)OCC)C(=O)OCC (configuration not stated),-1,0.2,25,0.1,-12,11,-14,3,7
N#Cc1ccccc1CSc1nnc(Cc2ccccc2)o1,-5,-0.6,14,-1.4,8,6,3,7,-5
C=C(C)CNC(=S)NNC(=O)c1ccncc1,-19,0.8,-9&10,1.6,-3,8&7,-3,3,-16
COc1cccc(C(=O)OCCN(C)C(C)(C)C)c1,45[fluorescence artefact?],0.2,-5,0.2,8,nt,-23,5,7
COc1cccc(/C=C2/SC(=S)N(CC(=O)Nc3nnc(C)s3)C2=O)c1,1[fluorescence artefact?],0.2,-5,-0.6,0,13,62,-4,0
O=C(Oc1ccc(Cl)cc1)N1CCCCC1,-7[fluorescence artefact?],-0.2,3,0.3,-4,2,4,-4,-3
Cc1ccccc1NCN1C(=O)C2CCC(C)(C1=O)C2(C)C (configuration not stated),1,0.9,-21,0.7,10,9,6,nt,-24
COc1ccccc1NC(=O)c1ccc(S(=O)(=O)N2CCCC2)cc1,4,-0.1,-7,-0.1,14,13,-27,6,0
CCc1[nH]nc2c1C(c1ccc(Br)s1)C(C#N)=C(N)O2 (configuration not stated),-8,0.8,-17,0.5,-8,44*,30,18,-7
COC(=O)c1c(C)[nH]c(C(C)=O)c1C,-6,0.6,-12,1.7,-14,6,4,4,2
COc1cccc(OC)c1C(=O)Oc1ccc2c(c1)O/C(=C\c1ccncc1)C2=O,9,0.8,36,0.6,22,6,15,-7,8
CCOc1ccc(N2CC(C(=O)Nc3ccc(OC)c(S(=O)(=O)N4CCCCC4)c3)CC2=O)cc1 (configuration not stated),-2,-0.8,11,-0.2,2,9,20,1,-2
COc1ccc(C(=O)Nc2cc3c(oc2=O)CCCC3=O)cc1,6,1.1,2,1.1,7,4,-25,3,2
NC(=O)N/N=C/c1ccccc1OCC(=O)NCc1ccccc1,2,0.3,-7,-0.3,14,8,2,1,-15
Cc1c(C(=O)OC(C)C)nnn1-c1nonc1N,-8,-0.2,11,-0.1,17,15,-10,-2,4
C/C(=N/NC(=O)CN1CCN(Cc2ccccc2)CC1)c1ccc([N+](=O)[O-])cc1,4,1.1,-4,2.5,-2,7,-9,nt,16
CC(C)(C)C(=O)CC1(O)C(=O)N(Cc2ccc(Cl)cc2)c2ccccc21 (configuration not stated),-13,0.5,36,0.7,21,13,-2,4,-1
Cc1ccc(-c2csc3ncnc(-n4nc(C)cc4N)c23)cc1,1,0.5,-2,0.8,7,0,46,1,-2
CCOC(=O)C1CCN(C(=O)c2ccccc2NC(C)=O)CC1,-9,0.6,24,-0.3,-7,8,-3,-10,-14
O=C(NC1CC1)c1cc(Cl)ccc1[N+](=O)[O-],17[fluorescence artefact?],1.0,19,0.5,5,5,8,2,-22
c1ccc(N2CCN(c3nc4cc5c(cc4s3)OCCO5)CC2)cc1,-2,0.6,34,2.4,3,3,34,3,27
O=C(CSc1nc2cc3c(cc2c(=O)n1CCC1=CCCCC1)OCO3)NCc1ccco1,-9,0.1,17,0.5,0,nt,14,27*,-5
O=[N+]([O-])c1cc2c(c(CSc3nnnn3-c3ccc(O)cc3)c1)OCOC2,4[fluorescence artefact?],0.1,-12,0.1,14,8,18,0,-3
COc1cccc(-c2nc(-c3ccccc3)[nH]c(=O)c2C#N)c1,30,1.0,25,-1.5,-5,nt,19,0,15
OCC1(CCOc2ccccc2)CCN(CC2=Cc3cc(Cl)ccc3OC2)CC1,5,0.9,-104,-0.1,-4,9,49,-6,-11
CC1C/C(=N/NC(=O)c2cccs2)CC(C)(C)C1 (configuration not stated),-1,0.3,-5,-0.2,15,5,11,8,5
COc1ccc(-c2noc(CN3C(=O)c4ccccc4C3=O)n2)cc1,-2,0.0,-18,-0.5,-2,6,25,10,-4
Cc1cc(NC(=O)CCN2C(=O)/C(=C/c3ccccc3F)SC2=S)no1,6,0.7,-5,1.7,-19,2,19,-1,9
O=C(COC(=O)c1ccc(F)cc1)Nc1nc2ccc([N+](=O)[O-])cc2s1,-13,1.2,-40,2.5,24,7,7,0,10
c1ccc(Oc2cccc(CN3CCCCC3)c2)cc1,12,0.6,10,-0.3,17,-4,15,7,10
Cc1noc2ncnc(SCc3ccc(C(F)(F)F)cc3)c12,3,-0.2,31,-3.2,8,3,-10,nt,-38
Cc1cc(/C=C2\SC(=S)NC2=O)cc(C)c1O,3,1.9,-12,3.9,4,9,20,nt,21
Cc1cc(NC(=O)NC2CCCN2S(=O)(=O)c2ccc(Cl)cc2)no1 (configuration not stated),-5,0.3,1,-1.1,3,20,31,8,1
CN(C)C(=O)/C=C\c1cn(-c2ccccc2)nc1-c1ccc2c(c1)OCCO2,-3,-0.2,-12,-1.1,24,13,29,4,5
O=C(CN1CCCC1)Nc1c(C(=O)C2CC2)oc2ccccc12,-8,-0.3,21,-2.0,6,3,9,nt,6

# Some of the entries so far, with each value named:
O=C(COC(=O)c1ccc(F)cc1)Nc1nc2ccc([N+](=O)[O-])cc2s1
  14-3-3 Bad inh = -13 | TRPML3 ag = 1.2 | EP2 mod = -40 | TRPN1 ag = 2.5 | PPC-1+TRAIL kill = 24 | PGE2 EP2 inh = 7 | CHOP inh = 7 | NPY-Y1 antag = 0 | NPY1 pot ag = 10
c1ccc(Oc2cccc(CN3CCCCC3)c2)cc1
  14-3-3 Bad inh = 12 | TRPML3 ag = 0.6 | EP2 mod = 10 | TRPN1 ag = -0.3 | PPC-1+TRAIL kill = 17 | PGE2 EP2 inh = -4 | CHOP inh = 15 | NPY-Y1 antag = 7 | NPY1 pot ag = 10

# Going on with the list.
SMILES,14-3-3 Bad inh,TRPML3 ag,EP2 mod,TRPN1 ag,PPC-1+TRAIL kill,PGE2 EP2 inh,CHOP inh,NPY-Y1 antag,NPY1 pot ag
CC(=NCCN1CCN(C(C)=C2C(=O)c3ccccc3C2=O)CC1)C1=C(O)CC(C)(C)CC1=O,-13,0.7,2,0.1,1,6,25,8,-16
O=C(CSc1nc2[nH]ncc2c(=O)[nH]1)NCc1ccccc1,-6[fluorescence artefact?],0.8,-7,0.9,15,6,15,1,-19
CC(=O)Nc1cccc(NC(=O)c2cc3ccccc3o2)c1,1[fluorescence artefact?],1.4,-29,1.5,48,3,-4,-5,-5
O=C(CSc1nncc2ccccc12)N1CCCCC1,-13,0.5,15,1.4,20,7,-15,0,10
CCCC(C(=O)N1CCOCC1)N1C(=O)C2C3C=CC(C3)C2C1=O (configuration not stated),4[fluorescence artefact?],0.4,20,0.2,24,13,-9,-3,11
CCOCCCNC(=O)/C(C#N)=C/c1ccc([N+](=O)[O-])o1,-1,1.0,-92,1.2,33,14,107*,-2,-2
O=C(Nc1cccc(F)c1)OC(CN1CCCCC1)C(F)(F)F (configuration not stated),-5,-0.1,9,0.7,-14,7,15,5,-3

# Screening results: PubChem, several laboratories

# An excerpt; the hit share may differ from the screen's.
